Screening results as filed in PubChem.
RTF Ca sens inh: cardiac RTF calcium desensitization | P19429+P45379 | IANBD-labeled cardiac RTF, Ca2+ fluorescence | inhibition, % at 7.15 µM | 340,000 compounds, 0.12% hits | AID 493244;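 active means inhibition above the mean inhibition of all tested compounds plus 3 SD, cut at about 17% in these data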;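 further: assay run at fixed EC70 calcium of 1.6 mM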
Keap1-Nrf2 PPI: Keap1-Nrf2 (human) interaction inhibition | 340,000 compounds, 0.15% hits | Q14145 | inhibition, % at 9.4 µM | Keap1 Kelch-Nrf2 peptide fluorescence polarization, 1536-well; in the data active means inhibition above about 12%;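 further: human Keap1 Kelch domain with fluorescein labeled Nrf2 9mer peptide probe; 0% = neutral control wells and 100% = peptide positive control; higher means more block of Keap1 binding to Nrf2 peptide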
HTR5A inv ag: counter-screen for OPRM1-OPRD1 inverse agonists: human HTR5A inverse agonism. P47898. HTR5A cell line, luminescence. inhibition, % at 9.3 µM. 340,000 compounds, 0.083% hits; in the data active means inhibition mostly above about 23%, no sharp cut-off; inactive means mostly below about 18%;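 further: 0% = cells with DMSO and 100% = no-cell wells with DMSO; some compounds called inactive have numbers as strong as hits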
CAL-PDZ inh HTS: inhibitors of human CAL PDZ peptide binding. inhibition, % at 24.9 µM. purified CAL PDZ, TMR-peptide fluorescence polarization, 1 h. 300,000 compounds, 0.92% hits. Q9HD26. AID 602252;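 active means mean inhibition of at least 30% with at least half of replicates also reaching 30%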;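 further: 0% = DMSO neutral control and 100% = excess unlabeled competitor peptide PRC23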
V-ATPase pHluor: regulators of yeast V-ATPase proton transport; S. cerevisiae, pHLuorin cytosolic pH fluorescence; response, % at 10 µM; 350,000 compounds, 0.37% hits; in the data active means response mostly above about 7.3%, no sharp cut-off; inactive means mostly below about 5.4%; further: actives read high; inactives centre near 0; some compounds called inactive have numbers as strong as hits; reference of the scale not given here
LANA DNA inh: inhibitors of KSHV LANA C-terminal domain DNA binding. MBP-C-LANA/FAM-LBS DNA binding, fluorescence polarization. inhibition, % at 9 µM. 340,000 compounds, 0.078% hits;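 active means highest replicate inhibition at or above 60% at 9 µM, even if other replicates fall short; inactive means all replicates below 60% inhibition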;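 further: 0% = neutral control wells and 100% = 4 µM acridine orange control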
MOR-DOR ag: agonists of human mu-delta opioid receptor heterodimerization | P35372+P41143 | cells, OPRM1-OPRD1 heterodimerization, luminescence | activation, % at 9.3 µM | 340,000 compounds, 0.3% hits | AID 504326; in the data active means activation above about 18%;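 further: 0% = vehicle-treated cells and 100% = reference agonist; values of inactives mirror those of a sister screen read the other way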
Target sequence (P35372 whole entry, looked up): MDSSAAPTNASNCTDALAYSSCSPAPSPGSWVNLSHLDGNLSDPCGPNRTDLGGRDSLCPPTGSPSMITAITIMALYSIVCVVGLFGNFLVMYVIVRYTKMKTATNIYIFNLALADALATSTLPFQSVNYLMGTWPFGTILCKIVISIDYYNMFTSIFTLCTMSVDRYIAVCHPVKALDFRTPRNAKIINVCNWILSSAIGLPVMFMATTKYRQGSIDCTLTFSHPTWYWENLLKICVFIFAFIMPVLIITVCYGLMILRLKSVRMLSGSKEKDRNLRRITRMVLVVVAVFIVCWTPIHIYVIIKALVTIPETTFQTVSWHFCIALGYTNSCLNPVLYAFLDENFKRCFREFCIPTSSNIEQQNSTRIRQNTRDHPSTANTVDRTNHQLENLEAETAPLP
Target sequence (P41143 whole entry, looked up): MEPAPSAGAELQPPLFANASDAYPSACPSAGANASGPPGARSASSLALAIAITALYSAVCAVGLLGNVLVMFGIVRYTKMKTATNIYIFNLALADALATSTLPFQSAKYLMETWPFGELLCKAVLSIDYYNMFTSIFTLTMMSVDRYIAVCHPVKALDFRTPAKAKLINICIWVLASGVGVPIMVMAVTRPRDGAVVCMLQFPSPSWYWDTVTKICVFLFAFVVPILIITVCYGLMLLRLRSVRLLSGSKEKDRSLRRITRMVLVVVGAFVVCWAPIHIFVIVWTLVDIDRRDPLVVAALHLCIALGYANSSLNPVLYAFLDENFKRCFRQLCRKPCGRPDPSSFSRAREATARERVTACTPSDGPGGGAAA
OPRM1-OPRD1 inv: inverse agonist of human OPRM1-OPRD1 heterodimerization | P35372+P41143 | inhibition, % at 9.3 µM | 340,000 compounds, 0.21% hits | cell-based MOR-DOR heterodimer luminescence, inverse agonism; in the data active means inhibition above about 22%, passing the limit was not always enough;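 further: 0% = cells with DMSO and 100% = wells without cells with DMSO; values of inactives mirror those of a sister screen read the other way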
HTR5A ag ctr: activates human HTR5A in OPRM1-OPRD1 agonist counter-screen; 340,000 compounds, 0.61% hits; HTR5A agonist assay, luminescence, cell-based; P47898; activation, % at 9.3 µM; in the data active means activation mostly above about 9.5%, no sharp cut-off; inactive means mostly below about 7.6%;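 further: 0% = cells with vehicle only and 100% = reference agonist; strong numbers were not always called active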
cardiac RTF act: cardiac RTF calcium sensitization. 340,000 compounds, 0.24% hits. IANBD-labeled TnC RTF fluorescence at EC20 calcium; 0% EC20 calcium, 100% full calcium. activation, % at 7.2 µM;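 active means activation above the mean over all tested compounds plus 3 SD, cut at about 30% in these data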;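 further: rise in fluorescence read as greater calcium sensitivity of cardiac thin filaments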
Starred values were filed as active, the others as inactive; . = not tested or not shown.

SMILES	RTF Ca sens inh	Keap1-Nrf2 PPI	HTR5A inv ag	CAL-PDZ inh HTS	V-ATPase pHluor	LANA DNA inh	MOR-DOR ag	OPRM1-OPRD1 inv	HTR5A ag ctr	cardiac RTF act
CSc1ccc(C#N)cc1NC(=O)c1cccc(Cl)c1	-3	-1	19	-3	4	-1.2	-1.1	5	6	2
Cc1ccc(NC(=O)CSCC(=O)Nc2ccccc2N2CCCCC2)cc1	3	-3	-4	-4	0	-0.4	8.0	-43	13	-22
O=C(CSc1ccccn1)Nc1ccc(Cl)c([N+](=O)[O-])c1	12	-3	-7	0	-2	1.4	-0.8	4	3	2
CCn1c(=O)c(CCC(=O)N2CCN(c3ccccn3)CC2)c(C)c2c(C)nn(-c3cccc(C)c3)c21	7	-4	2	-4	4	0.5	-2.5	13	0	5
O=C(CCCCCN1C(=O)c2ccccc2C1=O)Nc1ccc(C(=O)O)cc1	-1	0	-4	-4	-1	-0.1	-1.6	9	1	6
CCCCCCSc1nc(O)c(C2OC(=O)c3c2ccc(OC)c3OC)c(=O)n1-c1ccccc1 (stereo unspecified)	2	-4	-21	-2	-2	0.3	0.3	-2	-5	0
Cc1ccc(NC(=O)C2(NC(=O)c3ccccn3)CCCCC2)cc1Br	-9	-5	-17	-9	4	1.0	3.8	-20	0	6
COc1ccc(C(=O)Nc2cnc(NC(=O)c3cccs3)cc2C)cc1	1	1	-19	-6	2	0.6	-2.8	15	7	-4
Cc1nnc2n1NC(c1ccc(Cl)cc1)C(C(=O)N1CCC(C)CC1)S2 (stereo unspecified)	6	-2	16	6	3	0.2	-3.1	18	1	-4
Cc1ccccc1CN1C(=O)Nc2ccccc2C(=O)N1C(C)(C)C	-3	0	-27	-1	0	-2.3	-1.4	7	1	6
Cc1ccc(C)c(/C(O)=C2/C(=O)C(=O)N(CCN3CCOCC3)C2c2ccco2)c1 (stereo unspecified)	-5	-4	-6	-3	-1	3.1	-2.0	12	4	2
Cc1c(Cl)c([N+](=O)[O-])nn1CC(=O)Nc1c(C)n(C)n(-c2ccccc2)c1=O	-5	3	-9	53*	2	1.0	-2.6	11	4	0
CC(C)CNC(=O)NC1(C(F)(F)F)Oc2ccccc2O1	-2	-7	-2	-1	1	0.0	-2.3	11	10	-1
CC(C)NC(=O)N(C)C[C@H]1Oc2c(NS(=O)(=O)c3ccc(F)cc3)cccc2C(=O)N([C@H](C)CO)C[C@@H]1C	0	-2	-1	-2	-2	0.4	-1.2	7	3	7
Cc1ccc(CNc2ncc(-c3ccc4c(c3)OCO4)n2C)cc1	-10	-1	21	.	7	0.5	-0.4	2	6	3
Cc1cccc(-c2nsc(SCC(=O)NCc3ccco3)n2)c1	4	0	-12	0	-1	0.7	1.0	-6	-4	-1
C=CCn1c(N)cc(=O)nc1SCC(=O)Nc1ccc2ccccc2c1	-15	-2	-15	-3	-3	0.4	0.0	0	6	0
Cc1cccc(NC(=O)c2cc(S(=O)(=O)N(C)c3ccc(F)cc3)ccc2Cl)n1	-4	-2	-14	5	0	0.0	0.2	-1	7	4
O=C(Nc1cccc(Cl)c1Cl)c1cc(S(=O)(=O)NCCc2ccccc2)ccc1F	2	-2	-4	-5	-7	-1.3	0.8	-4	3	-1
COc1ccc(CNC(=O)c2cccnc2Sc2ccc(Cl)cc2)cc1	-9	3	-12	.	0	-2.6	7.6	-40	4	-1
O=C(Nc1cccc(-c2nc3ccccc3s2)c1)C1=COCCO1	7	-2	14	1	0	2.1	-0.5	2	-4	-4
CCN(CC)S(=O)(=O)c1cc(NC(=O)CSc2nnc(N)s2)ccc1C	4	1	16	-5	-2	0.9	-0.7	3	-6	2
CCc1cccc(CC)c1NC(=S)Nc1ccc2cn[nH]c2c1	-6	-4	11	-3	-3	0.4	0.6	-3	1	-2
COc1ccc(N(C(=O)c2snc(C(N)=O)c2N)C(C(=O)NC2CCCCC2)c2ccc(C)o2)c(OC)c1 (stereo unspecified)	-25	0	11	0	4	-0.5	-0.9	7	-4	2
O=C(c1ccccc1)c1nn(-c2ccccc2)c(=O)cc1C(F)(F)F	-4	-2	15	-2	6	0.0	-1.5	6	-6	-2

Some of these compounds in order of molar mass, ascending.
SMILES	RTF Ca sens inh	Keap1-Nrf2 PPI	HTR5A inv ag	CAL-PDZ inh HTS	V-ATPase pHluor	LANA DNA inh	MOR-DOR ag	OPRM1-OPRD1 inv	HTR5A ag ctr	cardiac RTF act
O=C(c1ccccc1)c1nn(-c2ccccc2)c(=O)cc1C(F)(F)F	-4	-2	15	-2	6	0.0	-1.5	6	-6	-2
O=C(CCCCCN1C(=O)c2ccccc2C1=O)Nc1ccc(C(=O)O)cc1	-1	0	-4	-4	-1	-0.1	-1.6	9	1	6
COc1ccc(CNC(=O)c2cccnc2Sc2ccc(Cl)cc2)cc1	-9	3	-12	.	0	-2.6	7.6	-40	4	-1

(more compounds)
SMILES	RTF Ca sens inh	Keap1-Nrf2 PPI	HTR5A inv ag	CAL-PDZ inh HTS	V-ATPase pHluor	LANA DNA inh	MOR-DOR ag	OPRM1-OPRD1 inv	HTR5A ag ctr	cardiac RTF act
CC(=O)/C(C#N)=C1\NC(=O)C(Cc2cc(Cl)ccc2Cl)S1 (stereo unspecified)	-2	-4	-10	.	2	-2.7	-0.5	2	0	-5
CCC(C)[C@H](NC(=O)NCCCc1ccccc1)C(=O)OC (stereo partly specified)	0	2	13	-2	6	-1.2	0.2	-1	5	-2
Cc1ccc2c(c1)c1c(n2CC2COC(C)(C)O2)C(=O)CCC1 (stereo unspecified)	-7	4	-7	-6	3	2.4	0.3	-2	6	0
CCC1=NN(C(=O)c2ccc(Cl)cc2)C(O)(c2ccc(C)cc2)C1 (stereo unspecified)	4	2	3	-2	-2	-5.6	5.0	-25	-1	-6
Cc1ccc(C(=O)NNC(=O)c2cc(OCC(F)(F)F)ccc2OCC(F)(F)F)cc1	-3	1	-1	.	-2	0.5	-0.4	2	0	-1
CCCCCSc1nc2c(c(=O)[nH]c(=O)n2C)n1C	4	6	6	-6	-3	-3.8	0.5	-3	-3	-1
O=C(NCc1ccco1)Nc1cccc2ccccc12	5	-2	9	.	0	2.7	-1.9	10	-2	5
N#C/C(=C\c1cn(CC(=O)N2CCCCC2)c2ccccc12)C(=O)NCc1ccc2c(c1)OCO2	-5	-2	2	-1	1	0.2	-3.9	21	2	-5
CCc1cccc(OCCOCCN2CCCC2)c1	-3	1	-27	-2	3	0.6	-1.1	6	2	8
C=C(C)CN1CCN(c2c(CCC#N)c(C)c(C#N)c3nc4ccccc4n23)CC1	-6	-11	20	-3	-2	-23	-2.8	14	-9	4
Cc1ccc(NC(=O)CSc2ccc(-c3ccc4c(c3)OCO4)nn2)cc1F	-16	-4	-18	-2	5	0.4	3.1	-17	6	12
N#CCCN(Cc1ccncc1)C(=S)NC1CC2C=CC1C2 (stereo unspecified)	.	-2	.	-2	-2	-1.8	.	.	.	.
CCOC(=O)c1nc(C)sc1-c1ccnn1S(=O)(=O)c1cccc(Cl)c1	-2	0	22	-2	-3	0.6	-2.8	15	-4	-1
O=C(Nc1ccccc1C(=O)NCc1ccccc1)c1ccccc1Br	-5	-1	11	-4	-1	2.3	1.9	-10	-1	-3
C=CCN1C(=O)C(CCCC)NC1=S (stereo unspecified)	1	0	7	-3	-1	0.6	-0.8	4	-2	4
CNc1nc(SC)nc(N(C#N)CC(=O)OC)n1	-10	0	-2	-1	-5	1.9	-1.4	8	0	-4
CCS(=O)(=O)c1ccc2oc(SCC(=O)NCc3ccccc3)nc2c1	0	-7	13	2	0	-0.7	3.1	-16	-5	3
CCOc1ccc(C(=O)Nc2cc(S(=O)(=O)Nc3ccccc3Cl)ccc2N2CCOCC2)cc1	-2	1	17	-2	0	0.0	-1.4	9	-6	-5
CCOc1ccc(CCNC(=O)Cn2ccc3ccccc3c2=O)cc1OCC	4	3	9	-3	4	-0.4	-0.1	1	-3	0
CCCn1c(=O)n(CC(=O)NCC2CCCO2)c(=O)c2c3c(sc21)COC(C)(C)C3 (stereo unspecified)	7	0	0	-6	5	-1.4	-0.4	2	3	-3
O=C(NCc1ccccc1)N1CCn2c(nc3ccccc32)C1	1	-2	.	-5	0	0.1	.	.	.	0
COc1cccc2cc(C(C)=O)c(=O)oc12	-2	-1	19	.	4	-0.3	-0.8	4	-4	-2
O=C(c1cccnc1Cl)N1CCOCC1	2	-1	-7	-2	0	1.3	-2.8	14	-5	0
COc1ccc(C(=O)Nc2ncc3c(n2)-c2ccccc2CC3)cc1	-1	2	7	-6	3	0.2	-2.4	13	2	-1
Cc1ccc(NC(=O)CSC(N)=O)cc1Cl	4	-5	-3	-2	-1	0.9	1.5	-9	4	7
COc1cccc(CNC(=O)CCC(=O)N2CCSc3ccccc32)c1OC	-3	-4	-14	.	-1	0.5	0.2	-1	5	1
CN(C)S(=O)(=O)N(CC(=O)N1CCN(Cc2ccccc2)CC1)c1ccccc1	-1	-1	28	-3	-2	-0.1	-3.1	16	0	10

Grouped by structure, the compounds so far containing an aryl thioether with sulfur outside any ring
SMILES	RTF Ca sens inh	Keap1-Nrf2 PPI	HTR5A inv ag	CAL-PDZ inh HTS	V-ATPase pHluor	LANA DNA inh	MOR-DOR ag	OPRM1-OPRD1 inv	HTR5A ag ctr	cardiac RTF act
CSc1ccc(C#N)cc1NC(=O)c1cccc(Cl)c1	-3	-1	19	-3	4	-1.2	-1.1	5	6	2
O=C(CSc1ccccn1)Nc1ccc(Cl)c([N+](=O)[O-])c1	12	-3	-7	0	-2	1.4	-0.8	4	3	2
CCCCCCSc1nc(O)c(C2OC(=O)c3c2ccc(OC)c3OC)c(=O)n1-c1ccccc1 (stereo unspecified)	2	-4	-21	-2	-2	0.3	0.3	-2	-5	0
Cc1cccc(-c2nsc(SCC(=O)NCc3ccco3)n2)c1	4	0	-12	0	-1	0.7	1.0	-6	-4	-1
C=CCn1c(N)cc(=O)nc1SCC(=O)Nc1ccc2ccccc2c1	-15	-2	-15	-3	-3	0.4	0.0	0	6	0
COc1ccc(CNC(=O)c2cccnc2Sc2ccc(Cl)cc2)cc1	-9	3	-12	.	0	-2.6	7.6	-40	4	-1
CCN(CC)S(=O)(=O)c1cc(NC(=O)CSc2nnc(N)s2)ccc1C	4	1	16	-5	-2	0.9	-0.7	3	-6	2
CCCCCSc1nc2c(c(=O)[nH]c(=O)n2C)n1C	4	6	6	-6	-3	-3.8	0.5	-3	-3	-1
Cc1ccc(NC(=O)CSc2ccc(-c3ccc4c(c3)OCO4)nn2)cc1F	-16	-4	-18	-2	5	0.4	3.1	-17	6	12
CNc1nc(SC)nc(N(C#N)CC(=O)OC)n1	-10	0	-2	-1	-5	1.9	-1.4	8	0	-4
CCS(=O)(=O)c1ccc2oc(SCC(=O)NCc3ccccc3)nc2c1	0	-7	13	2	0	-0.7	3.1	-16	-5	3
